Compound activity: PubChem, National Center for Advancing Translational Sciences (NCATS)
AmpC inh no detg = qHTS Inhibitors of AmpC Beta-Lactamase (assay without detergent); P00811; AmpC nitrocefin hydrolysis, absorbance 480 nm, 0.0001% Triton; Potency, µM (top dose mostly 57.1 µM), without a hit: top-dose activity change, negative = inhibition, usual class: inhibitors; 330,000 compounds, 0.52% hits; AID 485341, 2010;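 also: potency is read from the fitted curve at half-maximal effect; plate controls were no compound for no effect and no enzyme for full effect; nearly all actives have a fitted effect of over 20% in size; some results filed as inactive show a strong effect at the top dose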
Target sequence (P00811 whole entry, looked up): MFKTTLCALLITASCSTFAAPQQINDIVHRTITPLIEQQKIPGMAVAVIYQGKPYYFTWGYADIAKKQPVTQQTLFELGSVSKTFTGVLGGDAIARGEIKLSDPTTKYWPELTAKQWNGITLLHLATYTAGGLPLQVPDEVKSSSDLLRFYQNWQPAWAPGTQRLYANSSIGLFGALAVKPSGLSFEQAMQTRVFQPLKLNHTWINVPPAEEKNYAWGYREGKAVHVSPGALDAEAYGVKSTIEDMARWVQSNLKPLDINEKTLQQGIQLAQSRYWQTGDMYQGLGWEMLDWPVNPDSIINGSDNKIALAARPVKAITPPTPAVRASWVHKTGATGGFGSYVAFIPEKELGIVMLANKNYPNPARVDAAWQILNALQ
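AmpC (5.3 nM in the dispensed reagent) in 20 mM phosphate pH 7.0 with 0.01% (detergent screen) or 0.0001% Triton X-100 was preincubated with compounds for 15 min at room temperature. Nitrocefin was then added from an 800 uM solution, and hydrolysis was followed at 480 nm.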
AmpC inh detg = qHTS Inhibitors of AmpC Beta-Lactamase (assay with detergent); AID 485294, 2010; 370,000 compounds, 0.041% hits; Potency, µM (titrated, usually from 114 µM), without a hit: at the top dose activity change, negative = inhibition, actives largely listed as inhibitors; P00811; AmpC hydrolysis of nitrocefin, absorbance 480 nm, 0.01% Triton;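 also: potency is read from the fitted curve at half-maximal effect; 0% = no-compound wells and -100% = no-enzyme wells; nearly all actives have a fitted effect of over 25% in size; some results filed as inactive show a strong effect at the top dose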
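AmpC (5.3 nM in the dispensed reagent) in 20 mM phosphate pH 7.0 with 0.01% (detergent screen) or 0.0001% Triton X-100 was preincubated with compounds for 15 min at room temperature. Nitrocefin was then added from an 800 uM solution, and hydrolysis was followed at 480 nm.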
Sm TGR inh = qHTS Assay for the Inhibitors of Schistosoma Mansoni Peroxiredoxins. Schistosoma mansoni thioredoxin glutathione reductase (TGR), Q962Y6. Potency, µM (doses to about 114 µM), inactives show at the highest dose activity change, negative = inhibition, hits mostly inhibitors. 360,000 compounds, 3% hits. purified TGR, DTNB reduction, TNB absorbance 405 nm; also: potency is read from the fitted curve at half-maximal effect; nearly all actives have a fitted effect of over 60% in size
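First, TGR (20 nM dispensed) and NADPH were mixed with compound. Second, a 15 min room-temperature incubation followed. Third, further NADPH and then DTNB were added to start the reaction. Finally, TNB absorbance was monitored kinetically.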
HCMV antiviral = qHTS Assay for inhibitors of the human cytomegalovirus (HCMV). HFF cells, HCMV-luciferase reporter, 72 h; stronger effect = lower value. activity change, negative = inhibition, % at 57.5 µM. 410,000 compounds, 4.5% hits. AID 1259415, 2018; in the data active = activity change below about -60%; inconclusive = no clear call, values can overlap the other calls; inactive = above about -39%
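Two-dose cell screen: HFF monolayers treated with compounds and infected with luciferase-expressing HCMV at 1 PFU/cell, 72 h at 37C, then lysed for luciferase measurement.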
HCV inhibitor = qHTS Assay for Inhibitors of Hepatitis C Virus (HCV); Huh7.5.1 HCVcc-Cre infection, luciferase reporter, 44 h; Potency, µM (titrated, usually from 41.8 µM), for inactives: top-dose activity change, negative = inhibition, actives largely listed as inhibitors; 340,000 compounds, 3.4% hits; AID 651820, 2012; also: potency is read from the fitted curve at half-maximal effect
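Whole-lifecycle infectious HCVcc-Cre system; cells 1,000/well, compound then virus (~0.5 moi) added 4 h after plating, 44 h culture. Luciferase read 15 sec following 15 min substrate incubation, room temp.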
FBPA Giardia inh = qHTS Assay for Inhibitors of Fructose-1,6-bisphosphate Aldolase from Giardia Lamblia | A8B2U2 | purified Giardia FBPA | Potency, µM (series often up to 59.6 µM), for the others: at the highest dose activity, negative = inhibition, most hits filed as inhibitors | 290,000 compounds, 0.71% hits | AID 2451, 2010; also: potency is read from the fitted curve at half-maximal effect; nearly all actives have a fitted effect of over 55% in size
Target sequence (A8B2U2 whole entry, looked up): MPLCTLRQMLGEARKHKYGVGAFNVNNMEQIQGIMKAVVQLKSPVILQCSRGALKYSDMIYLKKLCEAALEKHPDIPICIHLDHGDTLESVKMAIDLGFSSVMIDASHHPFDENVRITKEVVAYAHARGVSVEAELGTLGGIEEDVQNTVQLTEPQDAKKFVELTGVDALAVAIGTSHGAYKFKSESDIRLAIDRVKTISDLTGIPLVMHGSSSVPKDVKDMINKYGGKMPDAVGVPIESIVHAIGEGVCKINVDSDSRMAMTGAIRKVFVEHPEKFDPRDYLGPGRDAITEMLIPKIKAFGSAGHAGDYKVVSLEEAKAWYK
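40 nM FBPA preincubated 10 min at RT with compound (up to 57.5 uM final), then substrate plus GAPDH/TPI/NAD/arsenate coupling and diaphorase/resazurin added. Fluorescence read after 20 min at RT, 525/598 nm.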
Numbers without * were called inactive; ? = inconclusive; · = not tested or not shown; [ ] = dose if it differs, or a comment. Unless noted, calls follow the shape of the dose curve; as a rule, active = well fitted curve in the direction sought with a large enough effect; inconclusive = small, poorly fitted or top-dose-only effect, or another doubt; inactive = no such curve, though single readings can be large; an effect the other way counts as inactive or inconclusive. Unless noted, % is scaled to controls: 0 for no effect and ±100 for the full control effect.

SMILES	AmpC inh no detg	AmpC inh detg	Sm TGR inh	HCMV antiviral	HCV inhibitor	FBPA Giardia inh
CC[C@H](C)C(N)c1cn(C(CCCN=C(N)N)C(=O)N2CCNCC2)nn1 (stereo partly drawn)	-21%	-11%	-19%	-23	24%	·
COc1ccc(Sc2nc(-c3ccccn3)ncc2OC)cc1	94%[activator]	?	1%	?	?	-26%
O=C(NC1CCCC1)C(c1ccccn1)N(C(=O)c1csnn1)c1ccccc1 (stereo not drawn)	-12%	-9%	2%	0	-4%	-11%
COC(=O)c1ccc2nc(-c3cccc(N)c3)cn2c1	-19%	-5%	-3%	-15	7%	-10%
COc1ccc2c(c1)O/C(=C\c1sccc1C)C2=O	-25%	-6%	-8%	41	15%	0%
c1ccc(-c2ccc(-n3ccnc3)cc2)cc1	-7%	?	-44%	-21	2%	-6%
Cc1ccc(CN2[C@@H](Cc3ccccc3)C(=O)CS2(=O)=O)cc1	-40%	9%	?	32	-20%	·
Cc1ccccc1C(=O)c1c[nH]c(C(N)=O)c1	-3%	?	-24%	25	?	8%
Cc1ccccc1OCCn1cc(C(=O)C(=O)N2CCOCC2)c2ccccc21	219%[activator]	-11%	19%	?	1%	-6%
CCC(C)c1ccc(NC(=O)COC(=O)C2=COCCO2)cc1 (stereo not drawn)	7%	-11%	1%	-1	3%	-2%
Cc1ccc(-c2cc(C(=O)Nc3cc([N+](=O)[O-])ccc3C)no2)cc1F	·	10%	-13%	-7	·	·
O=C1CCC(C(=O)N2CCN(c3cnccn3)CC2)CN1CCc1ccc(Cl)cc1 (stereo not drawn)	79%[activator]	3%	-7%	22	-19%	5%
Nc1cccc(N2C(=O)c3cccc4c(N)ccc(c34)C2=O)c1	-16%	2%	-13%	-25	-4%	-5%
CCc1ccc(-c2nc3cc(NC(=O)c4cc5ccccc5cc4OC)ccc3o2)cc1	·	-2%	-5%	-18	·	·
Cc1ccc(CCNC(=O)c2cc(Nc3ccc(C)c(C)c3)nc3ccccc23)cc1	·	7%	22%	-14	·	·
COc1ccc(-c2nc3ccccc3c(=O)n2N)cc1	-16%	-5%	15%	13	14%	1%
CNC(=O)c1sc(-c2ccccc2)nc1C	1%	3%	8%	57	3%	-1%
Cc1ccc(-c2n[nH]c(=S)nc2-c2ccc(C)cc2)cc1	-49%	0%	-15%	23	-1%	16%
CC(C)NC(=O)Cn1c(=O)cnc2ccccc21	-16%	-14%	-2%	-24	20%	0%
Cc1ccc(C(=O)N/C(=C/c2ccc(-c3cccc([N+](=O)[O-])c3)o2)C(=O)NC(C)(C)C)cc1	-32%	-11%	-16%	-24	?	-2%
COc1cc(Cl)c(NC(=O)c2cc(CN3CCCC3)on2)c(OC)c1	·	5%	-3%	5	·	·
CC(=O)OC1=Cc2c(ccc3ccc(=O)oc23)OC1(C)C	-11%	-7%	-25%	8	8%	0%
O=C(O)COc1ccccc1/C=C1\SC(=S)N(c2cccnc2)C1=O	-24%	9%	2%	29	3%	15%
COc1ccc(NC(=O)c2cccs2)cc1OC	-24%	-6%	0%	34	-6%	1%
CCCn1c(N)c(C(=O)CN(C)CC(=O)Nc2cc(C)ccc2C)c(=O)[nH]c1=O	-3%	0%	-14%	1	-11%	·
Cc1cccc(C)c1NC(=O)CN(C)C(=O)C1=COCCO1	-12%	3%	-3%	-7	8%	·
O=C1NC(=O)N(Cc2ccco2)C(=O)/C1=C/c1cccn1CCOc1ccccc1Cl	13µM*	-12%	?	26	8%	1%
S=c1[nH]c2cc(-c3ccccc3)ccc2o1	-34%	-3%	-15%	87	4%	15%
Cc1ccc(C)c(NC(=S)N2CCC(N(C)CC3CCCO3)CC2)c1 (stereo not drawn)	-1%	1%	6%	7	-2%	4%
O=C(Nc1ccc(C(=O)NCc2ccccc2Cl)cc1)C1=CSCCO1	-31%	-7%	-3%	57	-5%	-1%
S=C1SCN(Cc2cccnc2)CN1Cc1ccccc1	2%	4%	3%	-94*	?	-10%
Cc1cccc2sc(N(Cc3cccnc3)C(=O)CCc3ccccc3)nc12	·	3%	6%	26	·	·
CCN(CCNC(=O)Cn1c(=O)sc2ccccc21)c1ccccc1	-22%	-8%	104%[activator]	-1	?	-2%
COc1ccc(CN(C)C(=O)Cn2cnc3c(OCc4ccccc4)ncnc32)cc1OC	140%[activator]	·	·	-3	?	·
O=C(COc1ccc(Cl)cc1)Nc1nc(-c2ccncc2)cs1	-10%	-9%	-9%	10	13%	·
CCCCNC(=O)/C=C1\Sc2ccccc2NC1=O	-18%	-12%	-8%	-20	4%	5%
COc1ccc(CCNC(=O)CSc2nc3nc(C)c(Cc4ccc(C)cc4)c(C)n3n2)cc1OC	·	5%	-3%	?	·	·
CCOC(=O)C1CCCN(C(=O)Cc2ccc(C)cc2)C1 (stereo not drawn)	-6%	?	2%	-35	3%	-1%
COC(=O)c1cc(N=Cc2c(O)c3ccccc3oc2=O)cc(C(=O)OC)c1	-30%	-10%	-1%	·	?	?
Cc1noc(/C=C/N(C)C)c1S(=O)(=O)N1CCCC(C(=O)NC(C)c2ccccc2)C1 (stereo not drawn)	23%	-3%	13%	38	-15%	2%
O=C(Nc1cccc(NC(=O)c2ccc(Br)o2)n1)c1ccc(Br)o1	-5%	?	-9%	-9	-6%	1%
Cc1ccc(NC(=O)C2CCN(S(=O)(=O)c3cccc4nonc34)CC2)cc1C	·	4%	5%	0	·	·
COc1ccc(N2CCN(C(=O)CSc3nnc4n3C(C)(C)Cc3ccccc3-4)CC2)cc1	0%	12%	2%	-64*	?	-2%
CS(=O)(=O)N1CCC(C(=O)N2CCN(c3ccc(F)cc3)CC2)CC1	6%	-8%	6%	-16	5%	3%
COc1ccc(-n2ncc3c2CC(C)(C)CC3NC(=O)c2cnc(C)cn2)cc1 (stereo not drawn)	-9%	3%	-4%	-64*	-1%	11%
O=C(Nc1cccc(Cl)c1N1CCCCC1)c1ccc(N2CCOCC2)c([N+](=O)[O-])c1	-13%	?	6%	-30	-7%	7%
COc1ccc(OC)c(-n2cnc3cc(C(=O)NC4CCCC4)ccc32)c1	·	10%	10%	-7	·	·
CC(C)(C)NC(=O)CSCc1c(Cl)cccc1Cl	1%	?	2%	-26	20%	1%
CCOc1ccc(C(=O)Nc2c(C(=O)Nc3ccccc3OC)oc3ccccc23)cc1OCC	·	-12%	-6%	41	·	·
COc1cccc(NC(=O)/C=C/c2ccc([N+](=O)[O-])cc2)c1	-35%	4%	-29%	127	?	-27%
CCOC(=O)C1CCN(C(=O)c2ccc(Cl)c(S(=O)(=O)N3CCOCC3)c2)CC1	41%	-13%	?	?	11%	2%
O=c1oc2ccc3ccccc3c2cc1-c1nnc(-c2cccs2)o1	?	-18%	-10%	14	14%	7%
CC(C)Oc1ccc2ccccc2c1C=O	-37%	?	-2%	74	0%	-7%
O=C1[C@H]2[C@@H](c3ccc(F)cc3)N3C(=O)N(c4ccc(Br)cc4)C(=O)[C@@]3(Cc3ccc(Cl)cc3)[C@H]2C(=O)N1C1CCCCC1	-30%	-8%	6%	-9	2%	-3%
O=C(COC(=O)c1ccccc1O)NCCc1c[nH]c2ccccc12	-17%	·	·	4	2%	·
Nc1c(C(=O)OC2CCCCC2)c2nc3ccccc3nc2n1CC1CCCO1 (stereo not drawn)	24%	-5%	-1%	-12	10µM*	-3%
Cc1ccc(OCC(=O)N/N=C\c2c(C)n(C)c3ccccc23)c([N+](=O)[O-])c1	-2%	-4%	-10%	·	16µM*	-4%
Cc1ccccc1NC(=O)c1cc(S(=O)(=O)Nc2cccc(C(=O)O)c2)ccc1Cl	-16%	0%	-7%	1	7%	3%
CC(=O)C[C@H](O)CC(=O)[C@H]1OC(=O)[C@@H](C)C/C=C\Cc2ccccc21	0%	·	·	-24	-6%	·
CCc1nc2ccccc2n1Cc1ccc(OC)c(OC)c1	61%[activator]	-8%	3%	54	9%	0%
The listing continues:
SMILES	AmpC inh no detg	AmpC inh detg	Sm TGR inh	HCMV antiviral	HCV inhibitor	FBPA Giardia inh
COc1ccc(NS(=O)(=O)c2ccc(S(=O)(=O)N3CCOCC3)cc2)cc1	-15%	-5%	-2%	-39	0%	9%
O=C(CCC1CCCC1)Nc1ccc(C(=O)NCc2cccnc2)cc1	-6%	-6%	-20%	5	9%	0%
COc1ccc2c(CC(=O)OCc3nc4ccsc4c(=O)[nH]3)coc2c1	-25%	·	·	-23	22%	·
O=C(Nc1ccn(Cc2ccccc2)n1)c1cccc(F)c1	10%	-1%	·	41	?	6%
CCOc1ccc(C(=O)NC(=S)Nc2ccccc2N2CCCCC2)cc1[N+](=O)[O-]	-30%	?	-7%	-20	?	-1%
O=C(NC1=C(Nc2ccc(F)cc2)C(=O)c2ccccc2C1=O)c1ccc(Cl)cc1	-30%	1%	22µM*	-24	2%	?
Nc1cc(OCC(F)(F)F)cc([N+](=O)[O-])c1	1%	1%	-3%	-10	3%	14%
O=C(COc1cc(F)ccc1[N+](=O)[O-])NCCCc1ccccc1	2%	2%	-1%	-17	?	-2%
CCOC(=O)C1=C(O)C(=O)N(Cc2ccc(C(C)(C)C)cc2)CC1	87%[activator]	2%	1%	-17	2%	-4%
CCOC(=O)c1c(C)n(C)c2ccc(OC(=O)c3ccoc3)cc12	-5%	3%	10%	-4	?	-1%
COc1cc2c(cc1OC)C(C(=O)O)C(c1cc(Br)c(O)c(OC)c1)N(C)C2=O (stereo not drawn)	1%	-2%	-25%	-36	-4%	18%
COc1cc(/C=N/NC(N)=S)ccc1OCC(=O)Nc1ccc(C)cc1	-5%	-11%	-1%	-10	?	12%
CCOc1ccc(-n2c(-c3ccccc3)c[n+]3c2CCC3)cc1	-6%	-1%	10%	-39	-17%	0%
COc1ccc(NC(=O)C(=O)NCc2ccco2)cc1	·	17%	1%	50	·	·
CS(=O)(=O)N1CCC(C(=O)Nc2cc(Cl)c(Cl)cc2Cl)CC1	-10%	?	5%	-32	12%	1%
CCCCn1c(N)c(N(CCOC)C(=O)c2ccc(N(C)S(=O)(=O)c3ccc(C)cc3)cc2)c(=O)[nH]c1=O	57%	-10%	-1%	-7	5%	·
COCCNC(=O)c1cc2nc3c(c(C(F)(F)F)n2n1)CCc1ccccc1-3	1%	7%	8%[57.1 µM]	-39	-4%	18%

Part of the list above, in markdown.
| structure | AmpC inh no detg | AmpC inh detg | Sm TGR inh | HCMV antiviral | HCV inhibitor | FBPA Giardia inh |
| --- | --- | --- | --- | --- | --- | --- |
| CCOC(=O)c1c(C)n(C)c2ccc(OC(=O)c3ccoc3)cc12 | -5% | 3% | 10% | -4 | ? | -1% |
| COc1cc2c(cc1OC)C(C(=O)O)C(c1cc(Br)c(O)c(OC)c1)N(C)C2=O (stereo not drawn) | 1% | -2% | -25% | -36 | -4% | 18% |
| COc1cc(/C=N/NC(N)=S)ccc1OCC(=O)Nc1ccc(C)cc1 | -5% | -11% | -1% | -10 | ? | 12% |
| CCOc1ccc(-n2c(-c3ccccc3)c[n+]3c2CCC3)cc1 | -6% | -1% | 10% | -39 | -17% | 0% |
